Screening results deposited in PubChem BioAssay by National Center for Advancing Translational Sciences (NCATS).
NPC1 prom act: activates the NPC1 promoter | Huh7 NPC1 promoter luciferase reporter, 24 h | Potency, µM (top dose mostly 9.22 µM), for inactives: at the highest dose activation, hits mostly activators | hit rate 2.4% among 320,000 | AID 485313;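 further: % of control where 0% means no effect; nearly all actives have a fitted effect of over 60% in size; reporter is driven by a mutant NPC1 promoter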
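In 1536-well qHTS, Huh7 cells harboring an NPC1 promoter–luciferase construct received compound for 24 h; activation was quantified by luminescence following luciferase reagent addition.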
FLuc modulator: inhibits or activates purified firefly luciferase, miR-21 counter-screen; P08659; purified FLuc, Km substrates, luminescence inhibition; Potency, µM (highest dose often 57.5 µM), inactives show at the highest dose activity change, negative = inhibition, most hits filed as inhibitors; hit rate 6.9% among 360,000;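 further: plate controls were vehicle for no effect and reference inhibitor for full effect; nearly all actives have a fitted effect of over 55% in size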
Target sequence (P08659 whole entry, looked up): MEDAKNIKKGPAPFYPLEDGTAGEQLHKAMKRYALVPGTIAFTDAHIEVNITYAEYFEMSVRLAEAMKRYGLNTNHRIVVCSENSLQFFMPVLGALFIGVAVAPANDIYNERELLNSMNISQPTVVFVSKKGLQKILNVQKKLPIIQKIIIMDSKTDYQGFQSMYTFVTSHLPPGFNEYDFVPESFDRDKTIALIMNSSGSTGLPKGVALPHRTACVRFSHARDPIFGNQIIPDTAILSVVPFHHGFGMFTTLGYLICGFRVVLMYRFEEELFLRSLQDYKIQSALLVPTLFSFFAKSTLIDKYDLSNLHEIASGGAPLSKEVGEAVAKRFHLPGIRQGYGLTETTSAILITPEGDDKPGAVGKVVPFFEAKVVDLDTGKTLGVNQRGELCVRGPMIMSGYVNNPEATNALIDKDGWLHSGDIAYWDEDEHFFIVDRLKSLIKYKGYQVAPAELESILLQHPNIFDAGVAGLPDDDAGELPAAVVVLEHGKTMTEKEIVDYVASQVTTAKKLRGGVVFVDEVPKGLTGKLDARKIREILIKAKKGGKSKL
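Biochemical qHTS of compounds, final roughly 60 µM downward over six points, against 10 nM purified firefly luciferase using Km concentrations of substrates (10 uM D-luciferin, 10 uM ATP) in Tris acetate pH 7.5 buffer; luminescence output.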
Rab9 promoter act: activators of Rab9 promoter; hit rate 2.8% among 320,000; Potency, µM (series often up to 9.22 µM), for the others: at the highest dose activation, negative = inhibition, usual class: activators; Huh7 Rab9 promoter-luciferase reporter, luminescence, 24 h; further: % of control where 0% means no effect; nearly all actives have a fitted effect of over 60% in size
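Stable Rab9-luc Huh7, 1500 cells/well, 2 h settle; cmpd in DMSO, 24 h, 37 °C/5% CO2; luciferase reagent 10 min RT; luminescence.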
BRCA1 expr up: BRCA1 expression activation. MCF7-BRCA1-FFLuc reporter, luminescence, 48 h; response scale: scaled: vehicle 0%, 10 µM genistein 100%. AID 624202. hit rate 1.1% among 380,000. Potency, µM (series often up to 46.1 µM), without a hit: at the highest dose activation, usual class: activators; further: nearly all actives have a fitted effect of over 80% in size; some results filed as inactive show a strong effect at the top dose
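First, MCF7-BRCA1-FFLuc cells (2000/well) attach for 2 h; next, compounds are pin-added and incubated 48 h at 37 °C; finally, luciferase reagent is added and luminescence read after 15 min.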
p53 reactivator: re-activators of mutant p53; Potency, µM (series often up to 92.2 µM), inactives show at the highest dose activity change, positive = activation, hits mostly activators; hit rate 0.063% among 320,000; H1299 p53-A138V BP100-luciferase reporter, luminescence, 24 h; further: % of control where 0% means no effect; nearly all actives have a fitted effect of over 45% in size
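p53-null H1299 cells stably carrying temperature-sensitive p53-A138V and a BP100-luciferase reporter were pinned with compounds (4-point, 1:5 series) and held 24 hrs at 37 deg C. Luminescence was read 10 min after detection reagent.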
uPA surface inh: cell surface uPA generation inhibition; cell surface uPA generation assay, qHTS; Potency, µM (titrated, usually from 38.3 µM), inactives show at the top dose activity change, negative = inhibition, most hits filed as inhibitors; hit rate 0.31% among 330,000; active means well fitted inhibition curve with a large enough effect; inconclusive means small, poorly fitted or top-dose-only effect; inactive means no such curve, though single readings can be large or run the other way; tested in mouse RAW 264.7 cells; further: on the % scale 0 is the no-effect control and ±100 the full control effect; nearly all actives have a fitted effect of over 55% in size
RORgamma inh: ROR gamma (mouse) transcription inhibition | Drosophila S2 Gal4-RORgamma UAS-luciferase reporter, 20 h | Potency, µM (titrated, usually from 53.6 µM), for inactives: top-dose activity change, negative = inhibition, usual class: inhibitors | P51450 | hit rate 5.4% among 310,000 | AID 2551; further: on the % scale 0 is the no-effect control and ±100 the full control effect; nearly all actives have a fitted effect of over 60% in size
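A Gal4/UAS one-hybrid system in insect cells: metallothionein-promoter Gal4–ROR gamma fusion plus Photinus luciferase reporter. Copper sulfate 700 uM final, 20 hr ambient incubation, luminescent detection after 10 min with reagent.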
ELG1 genotoxic: genotoxicity induction in ELG1-luciferase HEK293T cells | HEK293T ELG1-luciferase reporter, luminescence, 16 h | Potency, µM (highest dose often 46 µM), without a hit: at the highest dose activity change, positive = activation, usual class: activators | hit rate 1.3% among 330,000 | AID 504466; further: % of control where 0% means no effect; nearly all actives have a fitted effect of over 60% in size
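DMSO vehicle served as control against compound-treated ELG1-luciferase HEK293T cells; exposure lasted 16 hr at 37 °C and 5% CO2, followed by ONE-Glo luminescence detection after 30 min.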
Gal4-VP16 FLuc: Gal4-VP16 reporter inhibition counter-screen; Drosophila S2 Gal4-VP16 UAS-luciferase, luminescence, 20 h; Potency, µM (top dose mostly 53.6 µM), for the others: at the top dose activity, negative = inhibition, actives largely listed as inhibitors; hit rate 3.5% among 310,000; AID 2546;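 further: Gal4-VP16 expression switched on by copper sulfate through the metallothionein promoter; on the % scale 0 is the no-effect control and ±100 the full control effect; nearly all actives have a fitted effect of over 50% in size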
MBNL1 CUG block: inhibitors of human MBNL1 binding to CUG repeat RNA. Q9NR56. TR-FRET MBNL1-His/biotin-(CUG)12 binding, 665/545 ratio. Potency, µM (highest dose often 57.5 µM), for inactives: at the top dose activity change, negative = inhibition, hits mostly inhibitors. hit rate 0.036% among 280,000; active means well fitted inhibition curve with a large enough effect in the signal ratio, with a control signal flat, not every such curve was filed as active; inconclusive means small, poorly fitted or top-dose-only effect, or effect the other way, or a change in a side signal; inactive means no such curve, though single readings can be large or run the other way; the % refers to the signal ratio; further: on the % scale 0 is the no-effect control and ±100 the full control effect
Target sequence (Q9NR56 whole entry, looked up): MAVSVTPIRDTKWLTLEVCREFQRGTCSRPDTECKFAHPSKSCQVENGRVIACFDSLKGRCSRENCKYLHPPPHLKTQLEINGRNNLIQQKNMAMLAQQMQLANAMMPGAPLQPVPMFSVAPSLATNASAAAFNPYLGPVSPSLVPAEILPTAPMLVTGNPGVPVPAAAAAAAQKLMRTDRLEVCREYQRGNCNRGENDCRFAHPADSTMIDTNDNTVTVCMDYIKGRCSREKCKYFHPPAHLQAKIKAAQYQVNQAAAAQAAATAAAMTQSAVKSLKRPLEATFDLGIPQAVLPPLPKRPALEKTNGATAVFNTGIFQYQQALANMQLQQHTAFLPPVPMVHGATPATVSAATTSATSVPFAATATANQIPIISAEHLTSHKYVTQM
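Compounds (final 92 nM to 58 uM) are added to His-tagged MBNL1 and biotin-(CUG)12, then terbium anti-His antibody and streptavidin-XL665 (5 nM final). After 60 min at room temperature, the 665/545 nm ratio is read.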
CXXC DNA block: inhibitors of human MLL CXXC domain-DNA interaction; Potency, µM (titrated, usually from 115 µM), for the others: at the top dose activity change, negative = inhibition, hits mostly inhibitors; MLL-CXXC / FITC-HOXA9 DNA fluorescence polarization; Q03164; hit rate 0.037% among 290,000; active means well fitted inhibition curve with a large enough effect in the polarisation, with a control signal flat, not every such curve was filed as active; inconclusive means small, poorly fitted or top-dose-only effect, or effect the other way, or a change in a side signal; inactive means no such curve, though single readings can be large or run the other way; the % refers to the polarisation
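Purified MLL-CXXC (added from a 7 uM solution) was preincubated 5 min at ambient with pinned compounds in 50 mM Tris-HCl pH 7.5, 50 mM NaCl, 1 mM DTT, 0.05% BSA. Fluorescein-labeled HOX-A9 DNA (50 nM solution) followed, 30 min, then polarization read.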
An asterisk follows results filed as active; ? = inconclusive; · = no result given; [ ] = remark or other dose. Unless noted, the call rests on the fitted dose curve; in most records, active means well fitted curve in the direction sought with a large enough effect; inconclusive means small, poorly fitted or top-dose-only effect, or another doubt; inactive means no such curve, though single readings can be large; an effect the other way counts as inactive or inconclusive. Potency means the concentration at half of the fitted maximal effect.

SMILES	NPC1 prom act	FLuc modulator	Rab9 promoter act	BRCA1 expr up	p53 reactivator	uPA surface inh	RORgamma inh	ELG1 genotoxic	Gal4-VP16 FLuc	MBNL1 CUG block	CXXC DNA block
O=C1C2C3C=CC(CC3)C2C(=O)N1/N=C/c1c(O)ccc2ccccc12 (configuration not stated)	9%	-2%	2%	1%	-1%	11%	-10%	-3%	?	-5%	2%
Cc1cc(C)n(CC(O)COc2ccc(C(C)C)c(C)c2)n1 (configuration not stated)	-1%	-4%	-2%	20%	·	0%	-18%[1.91 µM]	2%	-13%	1%	0%
CCC(C)NC(=O)Cn1nc(C(F)(F)F)c2c1CCCC2 (configuration not stated)	-2%	6%	-10%	-1%	-4%	1%	6%	0%	1%	11%	-1%
CCCCN(C(=O)c1cc2c(s1)CCCCC2)c1c(N)n(CCC)c(=O)[nH]c1=O	-6%	-4%	8%	8%	5%	10%	·	10%	·	·	·
CC(=O)Nc1ccc(S(=O)(=O)NCCC(=O)OCC(=O)NNC(=O)c2ccccc2)cc1	-1%	3%	-2%	-3%	2%	1%	·	1%	·	·	·
CC1(C)CC(O)C(C)(C)N1O (configuration not stated)	8%	-6%	-6%	9%	-1%	-11%	-7%	-1%	-9%	-2%	-4%
COC(/C=C/Nc1ccc(OC)cc1)=C(C#N)C#N	-6%	-1%	-24%	22%	22%	5%	-7%	0%	5%	2%	2%
CCN1CC(C)C(O)(c2ccccc2)CC1C (configuration not stated)	1%	-1%	2%	-10%	-3%	1%	-4%	2%	4%	-29%	9%
O=C(CSCc1ccc(Cl)cc1)Nc1ccc(S(=O)(=O)N2CCCCCC2)cc1	1%	2%	3%	-32%	10%	2%	20%	-3%	-17%	1%	3%
Cc1csc2ncc(C(=O)Nc3ccon3)c(=O)n12	13%	-8%	12%	-4%	9%	-2%	-36%	5%	5%	-4%	-2%
COc1ccc(NC(C)=O)cc1NC(=O)CN1CCN(S(=O)(=O)c2ccc(C(C)C)cc2)CC1	-8%	1%	-6%	15%	13%	-3%	-5%	10%	-13%	-4%	1%
CCCn1nc(C(=O)NNC(=O)CSC(C)C(=O)Nc2cc(C)on2)c2ccccc2c1=O (configuration not stated)	-5%	0%	-6%	-1%	3%	-3%	-17%	-1%	-5%	2%	-4%
O=C(NCC(=O)N(c1ccccc1)C(C(=O)NC1CCCC1)c1ccncc1)c1cccs1 (configuration not stated)	-3%	2%	-4%	0%	-12%	2%	15%	3%	6%	0%	2%
Cc1ccc(S(=O)(=O)N(CC(=O)NN=C2CCN(C)CC2)c2ccc(F)cc2)cc1	-1%	-5%	3%	-9%	-7%	-3%	20%	-1%	2%	-13%	5%
CC(=O)c1nn(-c2ccc(Br)cc2)cc1C(=O)c1ccco1	-4%	0%	-7%	1%	-9%	-3%	?	-2%	0%	8%	15%
Cc1c(CCC(=O)NCCCN2CCCC2=O)c(=O)oc2c(C)c(O)ccc12	-4%	1%	1%	5%	·	3%	0%	4%	0%	13%	-5%
Cc1ccc(C(=O)N2c3ccccc3OCC2C)cc1 (configuration not stated)	-1%	-5%	5%	-4%	-6%	0%	9%	-2%	0%	3%	5%
Clc1ccc(-c2nnc3sc(Cc4cccs4)nn23)c(Cl)c1	-2%	1%	-5%	-8%	-9%	-3%	-31%	-6%	7%	19%	20%
CCN(C(=O)C(C)Cl)c1ccccc1 (configuration not stated)	-19%	-1%	11%	24%	1%	0%	30%	4%	-16%	·	-1%
O=C(CN(C(=O)c1csnn1)c1ccc(Cl)cc1)NCCc1ccccc1	-4%	-2%	-7%	-6%	0%	1%	6%	3%	-19%	-4%	-9%
Cc1nc(N2CCN(S(=O)(=O)c3ccccc3)CC2)c2cc(-c3ccccc3)sc2n1	21%	?	22%	93%	8%	2%	13%	?	13%	-4%	17%
COC(=O)C1=C(C(=O)OC)[C@@H]2N(Cc3ccccc3)c3ccccc3[C@@]23C[C@@H](CO)N(C(=O)NC2CCCC2)C3=N1	-6%	2%	-12%	-5%	-6%	-3%	-19%	4%	-7%	5%	8%
CC(C)(C)NC(=S)N/N=C/c1cc(Br)c(O)c(Br)c1	9%	?	4%	14%	6%	-14%	?	-3%	?	14%	1%
Cc1ccc(CNC(=O)Nc2cccc(C)c2)cc1	?	9.5µM*	2.8µM*	8.9µM*	3%	-21%	-1%	?	18%	-2%	-3%
COc1cccc(NC(=O)CSc2nnc(-c3cc(C)[nH]n3)n2N)c1	20%	-3%	-2%	-4%	-3%	-5%	-7%	-1%	-25%	-7%	2%
COC(=O)C1=C(C)N=C2SCCC(=O)N2C1c1cccs1 (configuration not stated)	-4%	2%	-3%	-1%	-4%	5%	?	-4%	7%	-1%	10%
CC(=O)Nc1ccccc1OCc1nnc(-c2ccc(Cl)cc2)o1	17%	?	-1%	?	8%	-9%	23%	7%	2%	-4%	2%
CCOC(=O)C1CCN(Cc2c(F)cccc2Cl)CC1	1%	7%	-10%	-12%	-2%	-1%	1%	-3%	-6%	-12%	-5%
C=CCn1c(C)cc(/C([O-])=C(/C(=S)Nc2ccc(OC(F)F)cc2)[n+]2ccc(N(C)C)cc2)c1C	1%	-5%	-1%	-22%	-2%	-3%	0%	0%	-6%	13%	42%[activator]
CCCc1[nH][nH]c(=O)c1C(c1ccccc1)C(C#N)C#N (configuration not stated)	-2%	4%	-2%	-5%	4%	2%	-22%	-3%	9%	-7%	-4%
CCCS(=O)(=O)N1CCn2c(nc3ccccc32)C1	2%	3%	-3%	20%	1%	6%	42%	2%	22%	-4%	-2%
NC(=O)CC1C(=O)N(c2ccccc2)C(=S)N1NC(=O)c1ccc(Br)cc1 (configuration not stated)	0%	-16%	2%	-3%	?	2%	?	16%	?	-1%	-1%
CN1C(=O)NC(c2ccccc2[N+](=O)[O-])C2=C1CCCC2=O (configuration not stated)	0%	-11%	-2%	-11%	9%	5%	6%	-2%	-10%	?	4%
CCCCNC(=O)N(O)C1N(/N=C/c2ccccc2O)C(=S)SC1(C)C (configuration not stated)	-1%	-19%	-2%	-11%	?	1%	11µM*	-1%	?	2%	8%
CCCCOC(=O)Nc1cc(OC)c(Cl)cc1OC	0%	2%	0%	-45%	4%	4%	?	-2%	-21%	-8%	10%
CCOc1ccc(N2CC(C(=O)Nc3ccc4c(c3)OCO4)CC2=O)cc1 (configuration not stated)	1%	-2%	0%	-15%	-2%	3%	-16%	1%	-7%	·	0%
Cc1ccccc1OCC(=O)Nc1ccccc1CO	14%	?	-6%	-33%	22%	-5%	8%	1%	10%	-5%	-2%
COc1cc(N=C2C(=O)N3c4c(cccc42)C(C)=CC3(C)C)cc(OC)c1	0%	5%	14%	-9%	9%	-8%	-25%	-1%	1%	-3%	0%
Fc1ccc(C2NCCn3cccc32)cc1 (configuration not stated)	-1%	0%	0%	11%	-4%	0%	-3%	1%	-6%	13%	5%
CCCCOc1ccc(S(=O)(=O)Nc2cccnc2)cc1	-5%	5%	-7%	-62%	8%	-15%	-31%	-4%	11µM*	-4%	2%
CCOc1ccc(C(=O)NC(=S)Nc2ccccc2OC)cc1[N+](=O)[O-]	2%	10%	3%	-3%	-8%	1%	7.1µM*	6%	?	-9%	-1%
COc1cc2c(cc1NC(=O)Nc1ccc(C)cc1)oc1ccccc12	16%	-15%	23%	-49%	12%	1%	14%	2%	4%	-3%	18%
COc1ccc2c(CC(=O)Nc3c(C)n(C)n(-c4ccccc4)c3=O)coc2c1	0%	4%	0%	-8%	-1%	4%	?	0%	-6%	3%	-6%
COc1ccc(OCC(=O)Nc2ccc(NC(=O)c3ccco3)cc2)cc1	14%	0%	24%	35%	11%	-5%	36%	?	3%	1%	23%
Cc1ccc(C(=O)C(C)OC(=O)Cn2[nH]c(=O)c3ccccc3c2=O)cc1 (configuration not stated)	-3%	-3%	0%	6%	16%	0%	14%	-2%	0%	-4%	6%
CC(Sc1ccc(Cl)cc1)C(=O)N(C)CC(=O)Nc1ccc(N2CCOCC2)cc1 (configuration not stated)	1%	-4%	-2%	-28%	0%	0%	·	-17%	·	·	·
O=C(Nc1cccc(C(=O)O)c1)Nc1ccc2c(c1)OCO2	?	0.11µM*	?	-91%[inhibitor]	-27%	-6%	10µM*	-21%	11µM*	-2%	-18%

This is a subset; count on the stated rates, not on these rows.
